# aGlu spleen mod: lysosomal alpha-glucosidase (human) modulation. P10253. human spleen homogenate, 4-MU-alpha-glucoside fluorescence. Potency, µM (doses to about 79.9 µM), without a hit: at the highest dose activity change, negative = inhibition, most hits filed as inhibitors. 240,000 tested, 0.006% active. AID 2112;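 also: 0% = enzyme with vehicle and -100% = no enzyme basal signal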
#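 Human spleen homogenate (1 ug) with 4-methylumbelliferyl-alpha-D-glucopyranoside (1 mM final) in 50 mM citrate/phosphate pH 5.0, 0.01% Tween-20; 40 min at 37 C. Stopped at pH 10; 4-MU fluorescence Ex 365/Em 440 nm; AC50 by Hill fit.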
# GAA inhib: alpha-glucosidase (human) inhibition; P10253; purified human GAA, 4-MU-alpha-glucoside fluorescence; Potency, µM (series often up to 76.9 µM), inactives show top-dose activity change, negative = inhibition, usual class: inhibitors; 200,000 tested, 0.005% active;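 also: plate controls were uninhibited enzyme wells for no effect and no-enzyme background for full effect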
#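 Human enzyme at 4 nM with 400 uM 4-methylumbelliferyl-alpha-D-pyranoside, citrate/phosphate buffer pH 5.0, 0.005% Tween-20, 20 min at room temperature. Compounds up to 77 uM. 4-MU fluorescence (Ex 365/Em 440) read after NaOH/glycine stop; AC50 from Hill fit.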
# aGal spleen mod: alpha-galactosidase A (human) modulation; P06280; human spleen homogenate, 4MU-alpha-Gal fluorescence, 40 min; Potency, µM (doses to about 80 µM), without a hit: at the highest dose activity change, negative = inhibition, hits mostly inhibitors; 240,000 tested, 0.008% active;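 also: 0% = enzyme with vehicle and -100% = no enzyme basal signal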
# Target sequence (P06280 32-429 limits assumed): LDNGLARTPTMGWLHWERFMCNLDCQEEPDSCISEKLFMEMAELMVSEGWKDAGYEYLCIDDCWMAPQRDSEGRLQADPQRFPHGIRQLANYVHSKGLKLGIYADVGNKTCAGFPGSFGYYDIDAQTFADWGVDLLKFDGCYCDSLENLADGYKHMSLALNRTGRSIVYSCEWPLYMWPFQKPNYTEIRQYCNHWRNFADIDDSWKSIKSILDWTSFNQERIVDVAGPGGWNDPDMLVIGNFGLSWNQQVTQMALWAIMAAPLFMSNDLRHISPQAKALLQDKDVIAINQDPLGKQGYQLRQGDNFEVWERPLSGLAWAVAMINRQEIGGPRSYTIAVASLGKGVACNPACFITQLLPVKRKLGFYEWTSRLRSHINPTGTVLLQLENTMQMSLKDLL
#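 Inhibition or activation of alpha-galactosidase in human spleen homogenate is scored by 4-MU fluorescence after 40 min at 37C, pH 5.0, with 1 mM substrate. AC50s come from concentration-response fitted to the Hill equation.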
# GAA glycogen mod: inhibitors or activators of human alpha-glucosidase glycogen cleavage; 300,000 tested, 0.38% active; Potency, µM (top dose mostly 76.4 µM), for the others: top-dose activity change, negative = inhibition, usual class: inhibitors; P10253; recombinant GAA, glycogen substrate, Amplex Red glucose oxidase fluorescence; AID 2100;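 also: 0% = full enzyme reaction and -100% = no-enzyme basal signal; the screen sought inhibitors and activators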
#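 Recombinant enzyme (4 nM final) with compounds titrated up to 77 uM and bovine liver glycogen (30 ug) in citrate pH 5.0, 0.01% Tween-20, 37 C 40 min. Released glucose detected by Amplex Red/glucose oxidase (Ex 573/Em 610); AC50 from Hill fits.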
# ALDH1A1 block: blocks purified human ALDH1A1 activity | Purified ALDH1A1, NADH fluorescence, propionaldehyde substrate | Potency, µM (top dose mostly 75.3 µM), for the others: at the top dose activity, negative = inhibition, actives largely listed as inhibitors | 220,000 tested, 7.3% active; active = well fitted inhibition curve with a large enough effect, not every such curve was filed as active; inconclusive = small, poorly fitted or top-dose-only effect, or another doubt; inactive = no such curve, though single readings can be large or run the other way;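 also: plate controls were no enzyme wells and a reference inhibitor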
# Target sequence (P00352 whole entry, looked up): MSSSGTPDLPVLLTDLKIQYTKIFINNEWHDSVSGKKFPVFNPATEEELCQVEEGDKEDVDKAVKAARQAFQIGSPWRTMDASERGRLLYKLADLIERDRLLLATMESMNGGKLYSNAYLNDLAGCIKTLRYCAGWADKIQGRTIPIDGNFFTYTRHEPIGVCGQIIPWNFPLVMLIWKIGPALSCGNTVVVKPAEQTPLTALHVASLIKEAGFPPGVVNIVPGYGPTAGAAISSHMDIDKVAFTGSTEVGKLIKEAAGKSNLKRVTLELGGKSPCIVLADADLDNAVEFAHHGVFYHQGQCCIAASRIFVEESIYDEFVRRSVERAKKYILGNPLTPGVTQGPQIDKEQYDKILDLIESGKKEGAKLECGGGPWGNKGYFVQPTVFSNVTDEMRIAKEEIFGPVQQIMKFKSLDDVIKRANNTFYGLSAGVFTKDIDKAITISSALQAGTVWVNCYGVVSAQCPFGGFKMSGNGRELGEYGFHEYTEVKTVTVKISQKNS
# JMJD2E inh: inhibitors of human JMJD2E histone demethylase. Potency, µM (highest dose often 57.1 µM), inactives show at the highest dose activity change, negative = inhibition, most hits filed as inhibitors. 230,000 tested, 1.6% active. AID 2147. JMJD2E catalytic domain, FDH-coupled NADH fluorescence (FDH is formaldehyde dehydrogenase). B2RXH2; active = well fitted inhibition curve with a large enough effect, not every such curve was filed as active; inconclusive = small, poorly fitted or top-dose-only effect, or another doubt; inactive = no such curve, though single readings can be large or run the other way;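 also: 0% = wells with enzyme and -100% = buffer wells without enzyme; nearly all actives have a fitted effect of over 50% in size; many of its hits are not listed in these tables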
# GoLoco inh red: inhibitors of human Gai1-RGS12 GoLoco interaction (red fluorophore); Potency, µM (titrated, usually from 61.6 µM), for the others: at the highest dose activity, negative = inhibition, hits mostly inhibitors; 230,000 tested, 0.44% active; P63096; Gai1:RGS12 GoLoco peptide FP, rhodamine, 10 min; AID 880; active = well fitted inhibition curve with a large enough effect, not every such curve was filed as active; inactive = no such curve, though single readings can be large or run the other way; also: % is scaled to controls: 0 for no effect and ±100 for the full control effect; nearly all actives have a fitted effect of over 30% in size; many of its hits are not listed in these tables
# SMN2 splice enh: increases expression of the SMN2 splice variant; HEK293 SMN2-luciferase splicing reporter, luminescence, 30-36 h; Potency, µM (top dose mostly 46.1 µM), for the others: at the top dose activity change, positive = activation, hits mostly activators; 210,000 tested, 2.8% active; also: % of control where 0% means no effect; nearly all actives have a fitted effect of over 55% in size
#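 HEK293 cells carry an SMN2 […]–luciferase reporter in which exon 7 inclusion puts luciferase in frame. Cells were plated 10-12 h before compound addition, then incubated 30-36 h at 37C. ONE-Glo luminescence was read; sodium butyrate at 4.5 mM final served as control.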
# Active calls of the source: *; ? = inconclusive; . = not tested or not shown; [ ] = another dose, or the depositor's remark. Unless noted, calls follow the shape of the dose curve; as a rule, active = well fitted curve in the direction sought with a large enough effect; inconclusive = small, poorly fitted or top-dose-only effect, or another doubt; inactive = no such curve, though single readings can be large; an effect the other way counts as inactive or inconclusive. Potency is read from the fitted curve at half-maximal effect.
SMILES,aGlu spleen mod,GAA inhib,aGal spleen mod,GAA glycogen mod,ALDH1A1 block,JMJD2E inh,GoLoco inh red,SMN2 splice enh
CN(C)C(CNC(=O)c1cccc(S(=O)(=O)N2CC3(C)CC2CC(C)(C)C3)c1)c1ccco1 (stereo unspecified),-2%,-12%,-1%,-12%,?,0%,7%,-10%
Cc1nc(-c2cc(-c3nc(-c4cc(C(F)(F)F)cc(C(F)(F)F)c4)no3)no2)cs1,-6%,-11%,0%,4%,1%,2%,3%,.
N/C(=N\OC(=O)c1ccc2c(c1)OCO2)c1cccc([N+](=O)[O-])c1,0%,7%,-3%,1%,0%,6%,-1%,-9%
CCOC(=O)c1sc(=S)n(-c2ccc(Cl)cc2)c1C,-2%,0%,1%,-6%,?,3%,-1%,6%
O=c1oc2ccccc2cc1-c1csc(Nc2ccc(O)cc2)n1,1%,-8%,-6%,?,-11%,-3%,9%,11µM*
CC1(C)CCC=[N+]1[O-],-3%,.,7%,.,4%,-3%,8%,-14%
Nc1c(S(=O)(=O)c2cc(Cl)ccc2Cl)c2nc3ccccc3nc2n1CCN1CCOCC1,-17%,9%,-1%,-13%,?,?,-7%,23%
CCc1ccc(S(=O)(=O)Nc2ccc(O)c3c(=O)cc(-c4ccccc4Cl)oc23)cc1,-2%,.,4%,-12%,.,-1%,3%,.
C/C(=C\c1ccccc1)CN1CCN(c2cccc(Cl)c2)CC1,-4%,-3%,-4%,-1%,17%,-6%,5%,-12%
O=C(O)c1ccc(CSc2nnc(COc3ccc(Cl)cc3Cl)o2)cc1,1%,-8%,-3%,6%,?,7%,-1%,4%
O=C(NCCCCCNC(=O)c1cccnc1)c1cccnc1,-6%,-8%,3%,5%,7%,6%,9%,30%
COc1cccc(-n2nnc3c(=O)n(CC(=O)N4CCCc5ccccc54)cnc32)c1,-6%,-3%,-6%,-2%,?,8%,10%,-19%
COCCN(CCOC)C(=O)c1cc2sc3ccccc3c2s1,-3%,-2%,7%,6%,?,?,-3%,-18%
O=C(c1ccc2c(c1)OCO2)n1nnc2ccccc21,1%,-1%,9%,-14%,7%,3%,-1%,-8%
COc1cccc(-n2nnc3c(=O)n(CC(=O)Nc4cc(C)on4)cnc32)c1,1%,2%,-8%,9%,?,3%,9%,6%
O=C(NC(=O)c1ccc(Cl)cc1)Nc1ccc(-c2cnco2)cc1,2%,.,4%,3%,.,-4%,7%,.
CC1=C(c2ccccc2)[N+](=O)C2(CCCCC2)N1[O-],-11%,0%,-6%,-2%,2%,-11%,-2%,7%
NNC(=O)c1cncn1-c1ccc(F)cc1,-9%,3%,-1%,-11%,-12%,30%,4%,2%
O=C(COC(=O)c1cccc(S(=O)(=O)N2CCOCC2)c1)Nc1ncc(C(F)(F)F)cc1Cl,0%,-1%,0%,-15%,2%,5%,30%[activator],-10%
O=C(NCCCN1CCCCCC1)c1ccc2c(c1)NC(=O)C(N1CCOCC1)S2 (stereo unspecified),-6%,-2%,-12%,15%,?,-4%,-5%,7%
COC(=O)c1ccc(NC(=O)COc2ccccc2OC)cc1,1%,-7%,4%,-11%,1%,3%,4%,-18%
COC(=O)c1ccc(CSc2nc3ccccc3s2)o1,1%,5%,0%,-18%,-15%,0%,5%,?
Cc1occc1C(=O)NNC(=O)c1ccccc1F,.,-6%,-4%,-4%,9%,11%,-4%,29%
O=C(Nc1nnc(-c2ccccc2)s1)c1cccc(S(=O)(=O)N2CCOCC2)c1,-4%,-14%,7%,3%,?,?,-10%,-27%
CC12CCC(C(=O)NCCCN3CCOCC3)(C(Br)C1=O)C2(C)C (stereo unspecified),10%,.,14%,1%,.,2%,1%,.
Cc1nc(C)c(-c2ccn(S(=O)(=O)c3ccc(Cl)cc3)n2)o1,0%,1%,-3%,5%,1%,-7%,7%,.
O=C(OCC(=O)c1ccccc1Br)c1ccccn1,-4%,-12%,-2%,-5%,?,?,-8%,-2%
CCOc1cc(N2CCOCC2)c(OCC)cc1NC(=O)c1ccc(OC(C)C)cc1,4%,-9%,13%,8%,-4%,-27%,1%,-5%
N#C/C(=C\c1ccc(Cl)s1)C(=O)N1CCN(c2ccccc2)CC1,5%,3%,1%,6%,1%,-3%,7%,1%
C/C(N)=C(/C#N)C(=O)COC(=O)C(c1ccccc1)c1ccccc1,.,-11%,-15%,5%,?,7%,15%,-3%
Cc1nc(CS(=O)c2ccc(Cl)cc2)cc(N2CCOCC2)n1 (stereo unspecified),-6%,-10%,1%,8%,-8%,5%,0%,-2%
O=C(c1ccccc1)[C@H]1CC=CC[C@H]1C(=O)O,-11%,6%,-24%,9%,-1%,-1%,8%,0%
N/C(=N\OC(=O)Cc1ccccc1)c1ccccn1,-1%,-5%,-7%,1%,14%,6%,0%,20%
Fc1ccc(NC(=S)Nc2cccnc2)cc1,-3%,5%,-7%,-22%,-4%,?,3%,-9%
COc1ccc(NC(=O)COC(=O)CNS(=O)(=O)c2ccccc2)cc1OC,4%,-12%,4%,2%,8%,-1%,9%,-2%
COc1cccc(-c2nnc(SCC(=O)Nc3cc(C)on3)n2C)c1,-3%,3%,3%,6%,9%,4%,-50%,8%
COCC(C)n1c(SCc2nc3ccccc3c(=O)[nH]2)nc2ccccc2c1=O (stereo unspecified),.,-3%,-1%,-2%,4%,?,4%,?
CCN(CC)S(=O)(=O)c1ccc(N2CCCC2)c(NS(=O)(=O)c2ccccc2)c1,-5%,7%,-4%,?,0.35µM*,8%,23%,2%
O=C(Nc1cccc(C(F)(F)F)c1)NC1CCN(S(=O)(=O)c2ccc(F)cc2)CC1,-6%,-2%,-2%,9%,0%,1%,-6%,-37%
O=C1C2C3C=CC(C4CC34)C2C(=O)N1/N=C/c1ccc(-c2ccccc2[N+](=O)[O-])o1 (stereo unspecified),-6%,-9%,?,-3%,?,-5%,-2%,23%
Cn1c(=O)c2c(SCC(=O)N3CCCc4ccccc43)nc(CC(C)(C)C)nc2n(C)c1=O,2%,2%,6%,6%,-3%,-1%,4%,7%
CCCC[n+]1ccn(-c2nc3ccccc3nc2[N-]S(=O)(=O)c2ccc(Br)cc2)c1,6%,.,3%,1%,.,?,8%,.
CCN(Cc1cc2ccccc2[nH]c1=O)C(=O)c1cccc([N+](=O)[O-])c1,4%,.,5%,6%,.,0%,1%,.
COC(=O)c1ccc(C#CC(NP(=O)(c2ccccc2)c2ccccc2)c2ccccc2)cc1 (stereo unspecified),-4%,.,-17%,.,?,?,-19%,-20%
CCSc1nc2ccccc2n1Cc1ccccc1F,0%,-4%,3%,-4%,-12%,5%,-16%,-36%[inhibitor]
Fc1cccc(Cn2cc(C(=S)N3CCCCC3)c3ccccc32)c1,-3%,-4%,0%,-3%,?,-4%,1%,21%
COc1ccc(NS(=O)(=O)c2ccc(OCC(=O)N3CCOCC3)cc2)cc1,-6%,1%,1%,-8%,-4%,3%,14%,-14%
CCCn1c(SCC(=O)c2c[nH]c3ccccc23)nnc1-c1ccncc1,-3%,-8%,1%,-8%,0%,0%,11%,-8%
Cc1nc(S(=O)(=O)c2ccc(Cl)cc2)c(NCc2ccccc2)o1,2%,-3%,-2%,1%,?,-5%,-1%,-26%
Cn1c(NCc2ccccc2)nc2c1c(=O)n(Cc1ccccc1)c(=O)n2C,2%,?,10%,-5%,?,6%,-11%,-17%
O=C(O)c1ccc(N2C(=O)c3[nH]nc(-c4ccccc4)c3C2c2ccccc2)cc1 (stereo unspecified),3%,-26%,-2%,8%,8%,11%,6%,.
CC1(C)CC(=O)C2=C(C1)Oc1ncn(Cc3ccco3)c(=N)c1C2c1ccccc1 (stereo unspecified),0%,4%,-8%,-7%,-9%,3%,.,.

# Screening results deposited in PubChem by National Center for Advancing Translational Sciences (NCATS).

# The list is partial, so the mix of outcomes need not match the whole.
